Screening results deposited in PubChem BioAssay by The Scripps Research Institute Molecular Screening Center.
TDP2 inh – TDP2 (human) inhibition, absorbance primary screen. recombinant TDP2, T5PNP hydrolysis, p-nitrophenol absorbance 415 nm. O95551. actives 0.34% (n = 370,000). inhibition, % at 12.8 µM;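 active = inhibition above the mean of all tested compounds plus 3 SD, set per campaign, cut at about 25% in these data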;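 note: 0% = DMSO with enzyme and 100% = buffer with substrate but no TDP2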
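Incubation: 2 h at 37 °C; Test system: recombinant human TDP2; Quantity: enzyme 120 nM; Read-out basis: percent inhibition; Medium: 50 mM Tris-HCl pH 7.5 with Mg2+, KCl, DTT, BSA; Repeats: single replicate; Compound: 12.8 µM single point, 1% DMSO; Signal: epi absorbance; Reagent: 5 mM T5PNP chromogenic substrate; Benchmarks: no-enzyme high, DMSO-plus-enzyme low.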
ARFGAP1 inhibitor – inhibitors of rat ARFGAP1. Q62848. Arfgap1-stimulated ARF1 GTP hydrolysis, GDP FP detection. inhibition, % at 16.5 µM. actives 0.26% (n = 360,000);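 active = inhibition above a per-plate limit, mean inhibition of low control wells plus 3 SD, cut at about 25% in these data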;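 note: 0% = DMSO wells with enzyme and 100% = wells lacking Arfgap1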
Target sequence (Q62848 1-136 limits assumed): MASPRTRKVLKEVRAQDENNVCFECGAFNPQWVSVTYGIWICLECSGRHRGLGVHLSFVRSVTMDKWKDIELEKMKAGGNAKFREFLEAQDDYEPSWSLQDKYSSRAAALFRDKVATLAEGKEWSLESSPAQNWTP
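material = rat Arfgap1 catalytic domain, aa 1-136 | also added = human ARF1(Δ1-17)-GTP substrate | compound dosing = one concentration, 16.5 µM, DMSO 1.26% | times = GTP hydrolysis reaction 2 h at 25 °C | measured by = FP, GDP Alexa 633 tracer displaced from anti-GDP antibody, 620/688 nm | evaluation = percent inhibition of Arfgap1-stimulated GTP hydrolysis | replication = single well per compound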
PLC-gamma1 inh – blocks human PLC-gamma1 enzyme activity; actives 0.84% (n = 370,000); P19174; purified PLC-gamma1, fluorogenic substrate, fluorescence; inhibition, % at 12.2 µM; AID 720700; in the data active = inhibition above about 9.5%
ADAM17 inh – ADAM17 inhibition, QFRET primary screen; actives 0.83% (n = 370,000); inhibition, % at 6.95 µM; AID 720648; P78536; recombinant ADAM17, EDANS/DABCYL FRET peptide cleavage;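 active = inhibition above the mean of compounds lying between control limits plus 3 SD, set per campaign, cut at about 8.5% in these data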;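 note: 0% = DMSO-only wells as the low control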
Target sequence (P78536 215-824 limits assumed): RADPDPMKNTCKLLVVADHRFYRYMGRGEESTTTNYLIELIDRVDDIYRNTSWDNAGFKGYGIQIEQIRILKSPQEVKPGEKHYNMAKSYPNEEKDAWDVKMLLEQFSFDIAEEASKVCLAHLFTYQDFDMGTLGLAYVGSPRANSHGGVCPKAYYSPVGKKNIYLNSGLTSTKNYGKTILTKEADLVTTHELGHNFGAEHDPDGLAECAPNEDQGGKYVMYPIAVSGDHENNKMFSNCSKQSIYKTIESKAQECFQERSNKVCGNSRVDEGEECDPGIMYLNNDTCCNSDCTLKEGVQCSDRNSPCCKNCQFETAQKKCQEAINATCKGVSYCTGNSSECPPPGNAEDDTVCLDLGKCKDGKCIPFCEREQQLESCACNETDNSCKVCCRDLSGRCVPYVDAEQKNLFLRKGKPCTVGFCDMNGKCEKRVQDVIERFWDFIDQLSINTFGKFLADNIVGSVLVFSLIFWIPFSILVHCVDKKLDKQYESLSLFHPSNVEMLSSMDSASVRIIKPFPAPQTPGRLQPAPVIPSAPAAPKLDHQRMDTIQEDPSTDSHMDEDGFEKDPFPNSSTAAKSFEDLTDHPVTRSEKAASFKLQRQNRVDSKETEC
ASAP1 GAP inh – inhibitors of human ASAP1 ArfGAP activity | Q9ULH1 | ASAP1-stimulated ARF1 GTP hydrolysis, GDP FP detection | inhibition, % at 16.5 µM | actives 0.19% (n = 360,000) | AID 624377; in the data active = inhibition above about 25%;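 note: 0% = vehicle with enzyme and substrate and 100% = no enzyme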
Tn6 DDE FP – DD(E)-Tn6 binding inhibition, primary FP screen; Fibrin DD(E) TRITC-Tn6 fluorescence polarization displacement; actives 0.21% (n = 370,000); AID 720509; P02675; inhibition, % at 8.3 µM;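 active = inhibition above a per-campaign cutoff: mean of compounds within control limits plus 3 SD, cut at about 15% in these data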;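 note: 0% = median of all compound wells on the plate and 100% = blocking peptide control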
DDE Tn7 FP inh – disrupts Tn7 cyclic peptide binding to fibrin D-Dimer-E complex; inhibition, % at 8.3 µM; FP displacement of FITC-Tn7 peptide from fibrin DD(E); 0% = median of compound wells per plate; actives 0.13% (n = 370,000);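 active = inhibition above the mean of compounds falling within the control limits plus 3 SD of them, cut at about 14% in these data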;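 note: 0% = plate median of compound wells and 100% = 10 µM Aha-Tn7 peptide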
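Assay system: human fibrin DD(E). Input: DD(E) 2 µM final. Medium: Tris buffer with calcium and detergent, pH 7.8. Compound dosing: single point at 8.3 µM. Timing: 10 min plus 3 h, room temperature. Technique: fluorescence polarization of the labelled Tn7 tracer. Read-out: percent inhibition. Replicates: singlicate testing.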
LEDGF integ inh – blocks HIV-1 LEDGF/p75-dependent DNA integration; TR-FRET IN-LEDGF/p75 DNA integration, Eu/Cy5; inhibition, % at 3.7 µM; actives 0.64% (n = 370,000); AID 743269;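 active = inhibition above the screen-wide mean plus 3 SD, cut at about 13% in these data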;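 note: signal is the Cy5 over europium emission ratio at 671 and 618 nm; 0% = plate median of compound wells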
KLK7 zymogen act – proKLK7 (human) activation, primary screen; purified proKLK7, EDANS-DABCYL substrate fluorescence; 100% is mature enzyme control, 0% vehicle; P49862; AID 652039; activation, % at 7 µM; actives 0.9% (n = 370,000);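 active = activation above the mean of all tested compounds plus 3 SD, computed per campaign excluding outliers beyond control limits, cut at about 13% in these data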
ADAM10 inh – inhibitors of human ADAM10. O14672. recombinant ADAM10, EDANS/DABCYL FRET peptide cleavage, 3 h. inhibition, % at 7 µM. actives 0.62% (n = 370,000). AID 720582;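 active = inhibition above a per-campaign cutoff equal to the mean of compounds falling between control-based bounds plus 3 SD, cut at about 20% in these data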;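 note: 0% = DMSO wells while the 100% control is not disclosed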
* marks the source's active call; other numbers are inactive results.

SMILES	TDP2 inh	ARFGAP1 inhibitor	PLC-gamma1 inh	ADAM17 inh	ASAP1 GAP inh	Tn6 DDE FP	DDE Tn7 FP inh	LEDGF integ inh	KLK7 zymogen act	ADAM10 inh
Cc1ccc(C(=O)N/N=C/C=C/c2ccccc2)cc1	-6	-1	7	2	-5	1	-3	1	0.7	5
O=C(Cc1ccc(F)cc1)Nc1cc(S(=O)(=O)N2CCOCC2)ccc1N1CCCCC1	7	5	-2	1	-1	-8	0	4	-0.1	10
CN(C)c1nc(N)nc(CSc2nnnn2-c2ccc(F)cc2)n1	6	-4	-1	-5	4	-2	1	-2	0.9	-10
CCN(CC(=O)Nc1ccc(NC(C)=O)cc1)C(=O)CCCc1nc2ccccc2c(=O)[nH]1	1	16	-2	-1	-6	3	1	3	-0.5	-2
CNc1ncnc2c1ncn2-c1ccccc1	6	-11	0	-2	-8	-4	2	2	0.1	0
COc1ccccc1Nc1nc(N)nc(CSc2nnc(C)s2)n1	14	6	1	-2	8	5	-2	2	-0.1	-4
O=C(CN1CCN(C(=S)NC2CCCC2)CC1)Nc1ccc(Oc2ccccc2)cc1	-5	5	-5	1	-13	2	2	-3	0.9	-3
COc1ccc(CCC(=O)NNC(=O)Nc2ccc(OC)c(OC)c2)cc1	1	17	5	1	-10	-11	1	-3	-0.8	-3
CC(C)Cc1nnc(NC(=O)Cc2ccccc2[N+](=O)[O-])s1	2	1	2	1	13	4	0	1	0.3	-4
O=C(NCCc1ccccc1)C1COc2ccccc2O1 (configuration not stated)	0	7	3	-5	-7	2	-3	1	-0.1	-1
Cc1cnc(C(=O)OCC(=O)N(CC(C)C)C2CCS(=O)(=O)C2)cn1 (configuration not stated)	2	1	2	-4	7	-3	0	-5	-0.3	-16
Nn1cnnc1SC1CCCCC1NS(=O)(=O)c1ccccc1 (configuration not stated)	0	-8	-1	-6	7	2	1	-3	-0.1	5
CN(CC(=O)Nc1ccccc1Br)C(=O)c1cccn1C	18	-4	-2	-1	-2	-5	-4	4	-0.4	2
Cc1cccc(C)c1-n1nnnc1SCc1nc(N)nc(N(C)C)n1	0	-7	-1	1	7	1	-4	8	-0.2	0
O=S(=O)(c1ccc2ccccc2c1)n1cnc2ccccc21	-14	-3	-4	-1	3	-3	0	-3	0.1	-1
COc1ccc(Cl)cc1NC(=O)c1cnc2sccn2c1=O	-13	15	-21	0	16	6	-2	6	0.3	0
CN1CCN(C(=O)c2ccccc2N(Cc2ccccc2)S(C)(=O)=O)CC1	4	7	0	-6	1	-6	0	-1	-0.1	0
C[C@@H]1CN([C@H](C)CO)C(=O)CCCn2nncc2CO[C@H]1CN(C)C(=O)c1ccccc1	-5	-3	-2	-1	1	4	0	-4	-0.6	-2
CCCOc1ccc(C(=O)Nc2ccc(NC(=O)c3cccs3)cc2)cc1	-7	-8	2	-2	-8	7	-1	4	0.0	-3
Cc1cc2c(C)nc(-c3ccccc3)nc2o1	0	-8	-1	-2	-10	3	1	-1	-1.1	5
CCOC(=O)c1cn2nc(N3CCCC3)ccc2n1	-12	-14	-12	-6	-2	-8	-1	-3	0.4	-10
COCCCNCCCOc1ccc(Cl)cc1C(C)(C)C	3	5	1	-1	-3	5	13	0	0.3	0
Cc1cc(C)c(OCC(=O)Nc2ccc3c(c2)OCO3)cc1C	3	6	-1	-3	12	-7	-7	0	0.1	1
CCOC(=O)C1=C(CNCc2ccc(C)cc2)NC(=O)NC1c1cc(C)ccc1C (configuration not stated)	-3	-4	0	4	3	4	2	3	-0.5	9
CN(C)c1cccc(C(=O)OCC(=O)N(Cc2ccccc2)C2CCS(=O)(=O)C2)c1 (configuration not stated)	38*	9	-32	0	4	-1	-3	6	1.1	-12
CC(C)N1CCc2c(sc(NC(=O)c3ccc(S(=O)(=O)N4CCOCC4)cc3)c2C(N)=O)C1	-14	1	-73	-1	-2	-4	-15	1	8.4	-29
O=C1CC(c2ccco2)CC(O)=C1C=Nc1cc(Cl)ccc1Cl (configuration not stated)	2	-5	-5	2	-1	6	7	21*	0.7	-3
COc1ccccc1-c1nnc(NC(=O)CSc2nncn2C)s1	12	14	-2	-4	-4	-2	4	-1	0.3	-1
Cc1cc(C(=O)NCCCn2ccnc2)sc1-c1ccccc1	-1	-6	2	-15	6	-9	6	0	-0.9	-32
O=C(Nc1nccs1)c1nc[nH]c1C(=O)NCc1ccccc1	-9	-11	1	3	-3	4	7	-4	0.5	-3
NC(=O)CC(NC(=O)Cc1ccc(Cl)cc1)c1ccc(NC2CC3CCC2C3)c([N+](=O)[O-])c1 (configuration not stated)	0	0	2	4	25	-5	-4	2	0.2	7
Cc1sc2ncnc(N/N=C/c3ccccc3O)c2c1C	-7	6	-3	-2	-1	1	-1	0	-1.5	0
Cc1ccc(-c2cc(C(F)(F)F)nc(SCC(=O)c3cccc([N+](=O)[O-])c3)n2)cc1	-1	6	1	-6	6	6	4	-1	0.4	-2
COc1ccc([C@H]2C[C@@H](O)[C@H](n3cc(C4CC4)nn3)CN2C(=O)c2cccs2)cc1	-3	-2	4	3	-8	5	1	0	-1.1	6
Cc1ccc(NC(=O)NC(=O)CN2C(=O)NC3(CCCCCCC3)C2=O)c(C)c1	3	0	0	0	-3	1	2	-1	0.5	-2
Cc1c(C(=O)N2CCOCC2)sc2ncnc(N3CCc4ccccc4C3)c12	4	11	-3	-1	-6	0	-2	-3	0.8	-10
COc1cc(-c2nnc(-c3ccncc3)o2)ccc1OCc1ccccc1	-2	-6	-10	-2	1	-3	2	-1	0.2	-7
Cc1cc(C(=O)N(Cc2nnc(-c3ccc(Cl)cc3)o2)C(C)C)c2ccccc2n1	3	6	-6	-1	4	4	2	1	0.5	-4
O=C(Nc1ccc(Cl)cn1)C1CCN(c2ncnc3c2nc2n3CCCCC2)CC1	12	-4	1	-2	3	17*	-1	2	-0.6	0
O=C(Nc1nnc(C2=COCCO2)o1)C1CCCCC1	18	10	2	-2	-10	-3	7	1	-0.3	5
O=C(Cn1nc(-c2cccc(Cl)c2)ccc1=O)Nc1ccc(C(=O)NC2CC2)cc1	11	-2	1	-5	4	1	9	-5	-0.6	7
COc1ccc(Cl)cc1C(=O)Nc1ccccc1N1CCN(C)CC1	-5	5	-3	-5	7	-4	-3	0	0.8	-4
COC(=O)C1=C(C)N(Cc2ccc(C(F)(F)F)cc2)C(=NCc2ccc(C(F)(F)F)cc2)NC1c1cccc(Cl)c1 (configuration not stated)	-13	9	7	4	1	-2	-5	3	0.0	1
N=C1C(c2nc(-c3ccc(Cl)cc3)cs2)=C(O)CN1CCCN1CCOCC1	5	16	-2	-4	10	-8	-2	0	-0.3	-2
CCOC(=O)CSc1nc2c(sc(=S)n2Cc2ccco2)c(=O)n1-c1ccccc1	1	1	4	4	-11	-2	-2	-1	-0.1	12
O=c1c(Cc2ccc(F)cc2)c(O)ccn1CC1CCCO1 (configuration not stated)	12	6	1	-3	1	0	-2	-2	-0.1	-7
Cc1ccc(-c2nnn(CC(=O)Nc3ccc(S(=O)(=O)N4CCC(C)CC4)cc3)n2)cc1	-1	12	4	6	3	-3	8	2	-0.3	7
CC(C)(C)c1ccccc1OCCOCCN1CCCCCC1	-3	-3	0	-7	-9	-1	5	-4	0.0	-7
CN(CC(=O)Nc1cc(S(=O)(=O)N2CCCC2)ccc1Cl)Cc1nc2ccccc2c(=O)[nH]1	-11	4	-2	0	12	1	-8	4	-0.2	-10
CSc1ncc(C(=O)Nc2ccccc2)cn1	10	3	0	-3	-3	8	7	-1	-0.1	-1
O=C(Nc1cccc(Cl)c1)c1ccc(F)c(S(=O)(=O)NCc2cccs2)c1	6	12	2	6	-1	-12	-7	-1	0.6	14
COc1ccc(CN2CCN(Cc3ccco3)CC2)c(OC)c1	27*	0	0	-4	-2	8	14*	1	0.0	2
C=CCN1C(=O)c2cccc3c(Br)ccc(c23)C1=O	1	-3	-1	-3	2	0	2	-3	-0.4	3
Cn1c(-c2ccc3c(c2)OCO3)cnc1NCc1ccc(Cl)cc1	-11	4	-2	0	-4	10	1	0	-0.9	-3
O=C(CN1C(=O)S/C(=C/C=C/c2ccccc2)C1=O)Nc1ccc(C(=O)O)cc1	-4	8	-8	-1	-14	-1	4	2	0.7	-2
Cc1ccc(OCC(=O)Oc2c(C)cccc2C)cc1C	-8	-15	2	-1	3	1	3	1	0.1	8
